# Assay outcomes: PubChem, several laboratories
# bovine MsrA act: bovine methionine sulfoxide reductase A activation; purified bovine MsrA, absorbance read-out; activation, % at 10.6 µM; hit rate 0.3% among 360,000; AID 602163; in the data active means activation above about 7.5%;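 further: 0% = vehicle and 100% = reference activator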
# Rpn11 block: inhibitors of human proteasome Rpn11; calls only at 20 µM; hit rate 0.59% among 360,000; human 26S proteasome, Ub4-pepOG fluorescence polarization; 20S core pre-blocked with epoxomicin; O00487; AID 588493;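 active means inhibition at 20 µM, scaled to each plate's controls, above about 33%, limit read from the data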
# MT1-MMP act inh: MT1-MMP (human) activation inhibition | P50281 | HT1080 RFP-PRO-GFP cells, GFP/RFP ratio fluorescence, overnight; percent of plate control window, DMSO zero | GFP/RFP ratio change, % at 20 µM | hit rate 0.061% among 360,000 | AID 651647;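 active means GFP/RFP ratio change of at least 30% with cell ATP level not reduced by more than half and red fluorescence within 50% of control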; further: strong numbers were not always called active
#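 Assay system – RFP-PRO-GFP reporter HT1080 cells · Compound dosing – single dose of 20 µM compound, 1% DMSO final · Incubation – overnight compound exposure at 37 °C · Measure – GFP/RFP fluorescence ratio · Benchmarks – DMSO wells and RFP-L50D-GFP cells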
# CSN inh: blocks human CSN-mediated cullin deneddylation. Q92905. Purified CSN, SCF-Nedd8-OG deneddylation, fluorescence polarization. inhibition, % at 12.5 µM. hit rate 0.38% among 360,000. AID 651999;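 active means pattern-corrected inhibition above about 35%, with an unprinted fluorescence ratio check between 0.5 and 1.5, limit read from the data, passing the limit was not always enough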;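 further: 0% = enzyme with substrate and 100% = substrate without enzyme; some results filed as inactive read as strong as hits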
# Target sequence (Q92905 whole entry, looked up, one chain of several): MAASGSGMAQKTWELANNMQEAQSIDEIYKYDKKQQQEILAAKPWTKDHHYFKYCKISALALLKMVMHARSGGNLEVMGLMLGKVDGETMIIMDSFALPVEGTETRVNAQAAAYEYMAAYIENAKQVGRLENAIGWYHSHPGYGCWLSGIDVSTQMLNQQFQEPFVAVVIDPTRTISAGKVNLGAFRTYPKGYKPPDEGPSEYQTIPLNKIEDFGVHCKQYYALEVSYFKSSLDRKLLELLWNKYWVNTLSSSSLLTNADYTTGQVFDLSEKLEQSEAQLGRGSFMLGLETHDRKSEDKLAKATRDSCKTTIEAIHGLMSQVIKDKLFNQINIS
#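 Detection – fluorescence polarization · System – HEK293T-derived human Csn5 enzyme · Controls – substrate-only high control, full reaction low control · Timing – 90 min, room temperature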
# PABP1 MLLE inh: blocks PAM2 peptide binding to the PABP1 MLLE domain; P11940; GST-MLLE / FITC-PAM2 fluorescence polarization; inhibition, % at 20 µM; hit rate 0.36% among 360,000; AID 588489; in the data active means inhibition above about 35%, passing the limit was not always enough;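 further: plate controls were DMSO wells with GST-MLLE for no effect and wells lacking GST-MLLE protein for full effect; some results filed as inactive read as strong as hits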
# Target sequence (P11940 whole entry, looked up, the tested form may be a part): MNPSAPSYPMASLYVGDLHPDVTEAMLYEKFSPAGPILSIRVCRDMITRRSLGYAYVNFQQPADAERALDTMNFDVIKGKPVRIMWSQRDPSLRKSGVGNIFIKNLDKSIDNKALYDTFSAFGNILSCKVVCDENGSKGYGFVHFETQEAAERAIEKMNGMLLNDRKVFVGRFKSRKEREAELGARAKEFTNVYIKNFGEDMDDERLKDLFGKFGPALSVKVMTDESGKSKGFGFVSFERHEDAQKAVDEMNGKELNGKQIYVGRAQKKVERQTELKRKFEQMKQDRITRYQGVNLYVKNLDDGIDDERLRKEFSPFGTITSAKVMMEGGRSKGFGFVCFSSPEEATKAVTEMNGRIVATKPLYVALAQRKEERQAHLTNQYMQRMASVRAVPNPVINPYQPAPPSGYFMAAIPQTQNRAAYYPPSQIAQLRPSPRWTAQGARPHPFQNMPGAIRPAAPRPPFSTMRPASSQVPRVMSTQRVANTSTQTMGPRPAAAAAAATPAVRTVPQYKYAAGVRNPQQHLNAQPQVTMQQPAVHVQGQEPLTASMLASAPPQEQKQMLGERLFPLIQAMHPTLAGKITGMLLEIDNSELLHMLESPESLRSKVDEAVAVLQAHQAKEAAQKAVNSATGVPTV
# MsrA inhibitor: bovine MsrA inhibition; hit rate 0.75% among 360,000; inhibition, % at 15.5 µM; AID 651718; purified bovine MsrA, absorbance read-out; in the data active means inhibition above about 4.5%;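 further: 0% = vehicle wells with enzyme and 100% = reference inhibitor wells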
# eLon inh: inhibits E. coli Lon protease. P0A9M0. purified E. coli Lon protease, fluorescence polarization. inhibition, % at 7.94 µM. hit rate 0.42% among 360,000. AID 602123; in the data active means inhibition above about 13%, passing the limit was not always enough;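 further: 0% = enzyme with probe and DMSO and 100% = no enzyme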
# FAS-TE inh: blocks the thioesterase domain of human fatty acid synthase. P49327. inhibition, % at 15 µM. recombinant FAS-TE, OMFH fluorogenic substrate, fluorescence endpoint. hit rate 0.67% among 360,000. AID 602261;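 active means compounds whose normalised, plate-corrected inhibition of enzyme fluorescence in the single-dose primary screen is 50% or more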;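 further: 0% = DMSO with enzyme and 100% = substrate without enzyme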
# Rin1-Abl PPI inh: human Rin1-Abl interaction inhibition; P00519+Q13671; TR-FRET Rin1/Abl binding, biochemical; inhibition, % at 7.35 µM; hit rate 0.4% among 360,000; AID 588664; in the data active means inhibition above about 5%, passing the limit was not always enough
# Numbers without * were called inactive; i = inactive; nt = not tested or not shown.
# Sample of the layout (two entries):
SMILES,bovine MsrA act,Rpn11 block,MT1-MMP act inh,CSN inh,PABP1 MLLE inh,MsrA inhibitor,eLon inh,FAS-TE inh,Rin1-Abl PPI inh
CCCCOc1ccc(N(CC(=O)NC2CCCCC2)C(=O)c2snc(C(N)=O)c2N)cc1,-1,i,1,-6,7,0.3,-2,-2,-1
CCOc1ccc(NC(=O)CS(=O)CC(=O)Nc2cccnc2)cc1 (configuration not stated),1,i,3,-4,11,0.0,4,-6,0

# The whole of this part, from the start:
SMILES,bovine MsrA act,Rpn11 block,MT1-MMP act inh,CSN inh,PABP1 MLLE inh,MsrA inhibitor,eLon inh,FAS-TE inh,Rin1-Abl PPI inh
CCCCOc1ccc(N(CC(=O)NC2CCCCC2)C(=O)c2snc(C(N)=O)c2N)cc1,-1,i,1,-6,7,0.3,-2,-2,-1
CCOc1ccc(NC(=O)CS(=O)CC(=O)Nc2cccnc2)cc1 (configuration not stated),1,i,3,-4,11,0.0,4,-6,0
O=C(Nc1cc(SCCO)cc([N+](=O)[O-])c1)c1ccco1,-6,i,6,-13,-3,1.4,-8,-4,0
CC(OC(=O)c1ccc(S(=O)(=O)N2CCOCC2)cc1)c1ccccc1 (configuration not stated),-5,i,0,-2,4,1.8,3,26,1
Cc1ccc(-n2ccnc2SCC(=O)O)c(C)c1,0,i,9,4,7,0.0,-4,-7,0
CS(=O)(=O)N1CCN(C(=O)c2cc(-c3cccs3)nc3ccccc23)CC1,-12,i,2,-1,12,3.1,-18,0,-3
CCN(CC)CCCNC(=O)c1ccccc1C,-1,i,-1,-1,-5,-0.1,5,-5,2
COc1ccc(C(=O)n2cnc3ccccc32)cc1Br,-3,i,4,2,15,0.1,2,-5,-3
O=C(c1ccco1)N1CCN(S(=O)(=O)c2cccc([N+](=O)[O-])c2)CC1,-4,i,0,-3,3,1.3,5,-4,2
CC(=O)c1ccc(NC(=O)C2CCCN2S(=O)(=O)c2cccc3cccnc23)cc1 (configuration not stated),-11,i,nt,-1,0,1.9,-7,3,-4
Nc1nc(SCC(=O)Nc2cc(-c3ccccc3)nn2-c2ccccc2)n[nH]1,-1,i,-5,-3,-6,-1.0,-5,-28,2
Cc1ccc(NC(=O)NCc2cccn2C)cc1C,-4,i,2,-3,-2,-1.8,6,-2,-2
CC(C)c1ccc(-c2cc(C(=O)N3CCOCC3)c3cc(Br)ccc3n2)cc1,-3,i,1,6,-7,-0.6,1,26,-6
CC(=O)NC1=C(NC2CCS(=O)(=O)C2)C(=O)c2ccccc2C1=O (configuration not stated),0,i,-9,3,29,-1.4,-3,10,-7
Cc1ccc(C(=O)NCCNC(=O)c2ccco2)cn1,-4,i,1,5,-6,1.7,-4,-8,0
C/C(=N\NC(=O)c1nnn(-c2nonc2N)c1CN1CCc2ccccc21)c1ccccc1O,-1,i,-2,0,-4,0.0,-3,6,0
O=C(Nc1cc(C(F)(F)F)ccc1N1CCOCC1)C1CC1,-1,i,0,-5,2,0.0,6,-8,2
O=C(O)C1(P(=O)(c2ccccc2)c2ccccc2)CCCC1,-4,i,-2,6,-9,0.5,9,-2,2
COC(=O)Cn1c(CN(Cc2ccccc2)Cc2ccccc2)nc2c1c(=O)[nH]c(=O)n2C,-9,i,-3,0,-10,-0.8,1,1,3
COc1ccc(-c2ccc(=O)n(CC(=O)NC3CCc4ccccc43)n2)cc1OC (configuration not stated),3,i,5,2,9,1.3,3,-1,2
O=C(c1ccc(OC2CCN(CCc3ccccc3)CC2)cc1)N1CCCCC1CCCO (configuration not stated),-4,i,4,4,-4,0.5,-2,-4,0
COc1ccc(-c2ccccc2)cc1NCc1ccccc1C,-3,i,-1,-7,4,2.5,7,13,-2
Cc1ccc(C(=O)Cn2cc([N+](=O)[O-])nc2C)cc1,-1,i,-2,2,-7,2.0,1,-5,1
O=S(=O)(N1CCCCCC1)N1CCN(S(=O)(=O)N2CCOCC2)CC1,-2,i,-2,-2,-5,0.8,-1,-3,-3
Cc1ccc(N2C(=O)c3ccccc3NC2C(C)Cc2ccc3c(c2)OCO3)cc1 (configuration not stated),-3,i,-10,-1,10,1.5,3,24,-4
CCc1ccc(NC(=O)CS(=O)CC(=O)NC(C)CCc2ccco2)cc1 (configuration not stated),-6,i,-1,3,-2,0.8,-12,-6,0
Cc1ccc(CNC(=O)CN(C(=O)N2CCN(C)CC2)S(=O)(=O)c2ccc(C)cc2)cc1,-1,i,-1,-3,2,-1.8,-3,-6,2
COc1ccccc1CNC(=O)c1cc(-c2ccncc2)nc2c(Cl)cccc12,-5,i,-10,1,-4,-0.5,-2,10,2
COc1ccc(OC)c(C(=O)CSc2nnc(Cc3cccs3)n2CCc2ccccc2)c1,-7,i,-2,-1,-86,1.2,-2,25,-1
COc1ccc(C(C)=O)cc1Cn1c(C)c(C(=O)NCc2ccc(C(F)(F)F)cc2)sc1=O,-1,i,-5,0,-8,-1.1,-3,39,6
COc1cc2cc(Br)cc(Br)c2nc1C,-1,i,-8,5,-8,0.1,0,17,-63
O=C(CCc1ccccc1)Nc1ccc(S(=O)(=O)NC2=NCCCCC2)cc1,-4,i,1,-4,2,-0.8,-5,-4,0
Cc1c(C(=O)NCc2ccc(C(F)(F)F)cc2)sc(=O)n1Cc1cccc(F)c1,-1,i,4,1,-4,1.2,-3,26,4
COc1cccc(C(CNc2ccc(S(=O)(=O)N3CCN(C)CC3)cc2[N+](=O)[O-])N(C)C)c1 (configuration not stated),0,i,3,1,2,-0.9,1,2,-2
O=C(c1ccccc1Oc1ccc([N+](=O)[O-])cc1)N1CCOCC1,-7,i,-2,1,9,2.2,2,-4,1
Cc1ccccc1-c1nc(CN2CCC(C(=O)O)CC2)c(C)o1,-7,i,2,-2,-18,-0.6,3,-7,-1
COc1ccc(/C(C)=N/NC(=O)c2ccc(CSc3cccc4cccnc34)cc2)cc1OC,-3,i,7,3,-4,2.2,-1,12,-4
COC(=O)[C@H](C)NC(=O)NC1CCCc2ccccc21 (some centres not stated),-3,i,0,-1,-8,nt,-3,-6,-3
CC1(C(=O)NS(=O)(=O)c2cccc(F)c2)CCN1C(=O)c1cccc(F)c1 (configuration not stated),2,i,-2,3,2,0.9,-1,-8,-1
CCC(=O)N1c2ccc(S(=O)(=O)CCC(=O)Nc3ccc(OC)cc3OC)cc2CC1C (configuration not stated),-3,i,-2,-2,7,-0.2,-9,-10,-3

# Ordered by heavy-atom count (low to high): 4 of the compounds above.
SMILES,bovine MsrA act,Rpn11 block,MT1-MMP act inh,CSN inh,PABP1 MLLE inh,MsrA inhibitor,eLon inh,FAS-TE inh,Rin1-Abl PPI inh
Cc1ccc(C(=O)Cn2cc([N+](=O)[O-])nc2C)cc1,-1,i,-2,2,-7,2.0,1,-5,1
O=S(=O)(N1CCCCCC1)N1CCN(S(=O)(=O)N2CCOCC2)CC1,-2,i,-2,-2,-5,0.8,-1,-3,-3
Cc1c(C(=O)NCc2ccc(C(F)(F)F)cc2)sc(=O)n1Cc1cccc(F)c1,-1,i,4,1,-4,1.2,-3,26,4
COc1ccc(/C(C)=N/NC(=O)c2ccc(CSc3cccc4cccnc34)cc2)cc1OC,-3,i,7,3,-4,2.2,-1,12,-4

# Next section
SMILES,bovine MsrA act,Rpn11 block,MT1-MMP act inh,CSN inh,PABP1 MLLE inh,MsrA inhibitor,eLon inh,FAS-TE inh,Rin1-Abl PPI inh
CCc1ccc(N2C(=O)C(Cl)=C(N3CCCCCC3)C2=O)cc1,0,i,-5,0,-6,0.9,-9,20,-1
Cc1cccc(C)c1NC(=O)NCCCN1CCN(c2ccccc2)CC1,-2,i,3,-5,2,-1.8,8,-6,0
CCC1C(=O)C[C@H]2CCN3C(=O)CCCC1C23 (some centres not stated),-2,i,2,5,6,1.6,-19,-11,0
Fc1ccccc1SCc1nnc(-c2ccccc2Br)o1,-1,i,-1,4,31,0.7,-2,16,-3
COc1ccc(OC)c(S(=O)(=O)Nc2c(F)cccc2F)c1,-8,i,-3,-8,-2,-0.7,-2,-2,3
CCCCn1c(-c2ccco2)nc2ccccc2c1=O,-3,i,-2,-6,7,-0.5,-8,3,0
COc1ccc(CC(=O)Nc2ccc(-c3nnc(-c4ccccc4)o3)cc2)cc1,2,i,-4,0,-11,0.2,27*,-1,-3
CCOc1cccc(OCCCCN2CCCCC2)c1,-5,i,4,-2,-8,0.8,-1,-7,-2
Cc1ccc(S(=O)(=O)N2CCN(C(=O)c3cccs3)CC2)cc1C,-4,i,-8,-21,11,-0.5,2,6,2
CCC(C)[C@@H](CN)NCC1(c2ccccc2)CC1 (some centres not stated),-3,i,-2,-3,6,-0.5,-1,-16,-1
Cc1ccc(S(=O)(=O)C(C#N)c2nc3ccccc3nc2OC(C)C)cc1 (configuration not stated),-3,nt,-4,7,12,1.1,-8,-1,2
COc1ccc(C(=O)N2CCC(N3CCN(c4ccccc4)CC3)CC2)cc1OC,-15,i,-6,-3,3,-0.6,11,-5,-2
CSc1nc(N)n2nc(C(C)(C)C)cc2n1,-2,i,1,6,2,0.3,-6,-4,-1
CCOC(=O)N1CCC(Nc2ccc(N3C(=O)C4CCCCC4C3=O)cc2[N+](=O)[O-])CC1 (configuration not stated),-7,i,4,1,10,-0.1,-1,-4,-3
COc1ccc(OCCCC(=O)Nc2ccc3c(c2)OCO3)cc1,-9,i,3,-1,2,1.5,-1,1,-4
Nc1ccc(Nc2ccccc2)c(Cl)c1,-7,i,6,3,27,1.0,-2,-1,3
CSCCC(NC(=O)c1ccco1)C(=O)Nc1cc(C)ccn1 (configuration not stated),-5,i,0,-1,-3,0.7,-4,-7,-2
CC(=O)c1cccc(NC(=O)c2ccc(N(Cc3ccc(C)cc3)S(C)(=O)=O)cc2)c1,-9,i,12,4,-5,-0.5,-4,20,1
CCOc1ccc(-c2nc(C#N)c(NCc3ccc4c(c3)OCO4)o2)cc1,-7,i,4,-2,0,-0.1,-3,21,0
CCOc1ccc(Cc2noc3c2C(=O)CCC3)cc1OCC,-2,i,5,-1,-4,-0.8,2,-4,3
CCc1ccc(C2C(C#N)=C(N)SC(N)=C2C#N)s1,-4,nt,-319,50,-59,nt,-348,-67,-12

# Gathered by group: the compounds so far containing two or more sulfur atoms (5)
SMILES,bovine MsrA act,Rpn11 block,MT1-MMP act inh,CSN inh,PABP1 MLLE inh,MsrA inhibitor,eLon inh,FAS-TE inh,Rin1-Abl PPI inh
CS(=O)(=O)N1CCN(C(=O)c2cc(-c3cccs3)nc3ccccc23)CC1,-12,i,2,-1,12,3.1,-18,0,-3
O=S(=O)(N1CCCCCC1)N1CCN(S(=O)(=O)N2CCOCC2)CC1,-2,i,-2,-2,-5,0.8,-1,-3,-3
COc1ccc(OC)c(C(=O)CSc2nnc(Cc3cccs3)n2CCc2ccccc2)c1,-7,i,-2,-1,-86,1.2,-2,25,-1
Cc1ccc(S(=O)(=O)N2CCN(C(=O)c3cccs3)CC2)cc1C,-4,i,-8,-21,11,-0.5,2,6,2
CCc1ccc(C2C(C#N)=C(N)SC(N)=C2C#N)s1,-4,nt,-319,50,-59,nt,-348,-67,-12
